Bioassay records deposited in PubChem by The Scripps Research Institute Molecular Screening Center.
MITF inh: blocks human microphthalmia-associated transcription factor. 650,000 tested, 0.91% active. AID 1259374. AlphaScreen MITF homodimerization, bead proximity signal. inhibition, % at 2.6 µM. O75030; in the data active means inhibition above about 50%;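 further: 0% = vehicle wells with protein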
GPR151 ag: activates the human receptor GPR151; Q8TDV0; PathHunter beta-arrestin GPR151 cells, luminescence; activation, % at 11.2 µM; 650,000 tested, 1% active; in the data active means activation above about 4.9%;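 further: 0% = median of compound wells and 100% = cells with positive control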
TEAD-YAP block: TEAD-YAP interaction inhibition | inhibition, % at 9.12 µM | HEK-TIYL cells, TEAD-Gal4/YAP UAS-luciferase luminescence | 640,000 tested, 1.4% active; in the data active means inhibition above about 32%;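 further: 0% = median of test compound wells and 100% = reference inhibitor wells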
FBW7 activator: human FBW7 E3 ligase activation, primary screen | Q969H0 | AlphaScreen FBW7–phospho-cyclin E peptide binding, activator screen | normalized activity (activation), % at 26.1 µM | 650,000 tested, 0.13% active; in the data active means normalized activity above about 1.9%;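 further: purified mutant Fbw7 with reduced substrate affinity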
Target sequence (Q969H0 whole entry, looked up): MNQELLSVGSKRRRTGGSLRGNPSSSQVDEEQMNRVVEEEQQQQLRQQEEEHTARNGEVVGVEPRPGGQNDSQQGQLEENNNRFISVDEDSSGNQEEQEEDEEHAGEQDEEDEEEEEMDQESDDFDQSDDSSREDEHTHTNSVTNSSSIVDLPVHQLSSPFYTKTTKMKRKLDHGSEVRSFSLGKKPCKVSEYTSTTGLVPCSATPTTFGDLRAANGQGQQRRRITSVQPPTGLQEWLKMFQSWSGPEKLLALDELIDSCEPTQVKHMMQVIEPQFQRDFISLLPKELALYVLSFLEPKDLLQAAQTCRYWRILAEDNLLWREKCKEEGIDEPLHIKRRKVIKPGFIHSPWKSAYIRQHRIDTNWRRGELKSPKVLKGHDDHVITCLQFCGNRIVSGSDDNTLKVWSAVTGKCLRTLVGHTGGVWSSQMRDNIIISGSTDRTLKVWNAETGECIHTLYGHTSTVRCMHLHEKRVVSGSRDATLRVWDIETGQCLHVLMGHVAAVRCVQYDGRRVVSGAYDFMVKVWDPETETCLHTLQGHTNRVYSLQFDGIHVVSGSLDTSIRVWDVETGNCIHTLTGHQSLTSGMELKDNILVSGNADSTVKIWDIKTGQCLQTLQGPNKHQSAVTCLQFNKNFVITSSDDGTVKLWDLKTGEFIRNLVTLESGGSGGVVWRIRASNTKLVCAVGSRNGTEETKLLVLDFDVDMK
An asterisk follows results filed as active; / = not tested or not shown; & = joins results of further samples.

Molecule	MITF inh	GPR151 ag	TEAD-YAP block	FBW7 activator
CCc1nnc(NC(=O)CSc2nnnn2Cc2ccccc2)s1	-3	0.5	3	0.2
Cc1nn(CC(=O)NCc2ccco2)c2ccccc12	16	-1.4	-9	1.1
CC1CCN(C(=O)C2CCN(S(=O)(=O)c3cc(Cl)ccc3Cl)CC2)CC1	-3	-0.8	3	-0.1
CCCCCCc1ccc(-c2ccc(C#N)cn2)cc1	9	-0.2	5	0.2
CS(=O)c1ccc(-c2nc(-c3ccc(F)cc3)c(-c3ccncc3)[nH]2)cc1 (stereo not given)	-10&5&-7	-0.1&-0.1&-0.8	/	-0.1&0.1
Cc1ccc2oc(-c3cc(NC(=O)c4ccc(Br)o4)ccc3O)nc2c1	5	0.4	0	-0.1
CNCCCNCc1ccc(SC)cc1	-19	-1.9	9	-0.1
Cc1cc(N2CCN(C)CC2)n2nc(-c3ccc(F)cc3)cc2n1	7	1.2	3	-0.6
Cc1c(NC(=O)C2CC2)c(=O)n(-c2ccccc2)n1C	-2	-0.1	-5	0.0
CCN(CCCNC(=O)CCCCCn1c(=S)[nH]c2ccsc2c1=O)c1ccccc1	18	-2.1	4	0.0
CCOC(=O)C1CCN(C(=O)Cn2c(=O)n(C(C)C)c3ncccc32)CC1	12	-0.3	16	0.0
O=[N+]([O-])c1cn(-c2ccccc2)nc1-n1nnc2ccccc21	7	0.7	-3	0.2
COc1ccc(-c2noc(CC(=O)Nc3ccccn3)n2)cc1	2	-1.1	-12	-0.1
COc1ccccc1C(=O)Nc1cc(C(=O)O)cc(C(=O)O)c1	12	-1.3	5	0.6
Fc1ccccc1NC(=S)N(CCCN1CCCC1)Cc1cccs1	12	-0.7	0	0.0
CCNc1cc(NCCN2CCOCC2)ncn1	17	0.4	-4	-0.2
Cc1cccc(NC(=O)CCC(=O)OCC(=O)c2ccccc2)c1	14	-0.1	6	0.2
COc1cccc(-c2nc(-c3cc4ccccc4nc3OC)no2)c1	-2	0.5	4	0.6
O=C(NCCN1CCOCC1)c1nn2c(C(F)(F)F)cc(-c3ccc(Cl)cc3)nc2c1Cl	0	-0.9	6	-0.2
Cc1ccc2oc(-c3ccc(C)c(NC(=O)c4cc(Cl)ccc4Cl)c3)nc2c1	-1	0.8	-53	-0.1
O=C(Nc1ccc(Cl)cc1)c1c(O)c2cccc3c2n(c1=O)CCC3	9	2.7	-3	0.1
CCOc1ccc2c(c1)C(C)=CC(C)(C)N2C(=O)NC1CCCCC1	-1	1.1	-15	0.0
O=c1[nH]cnc2nc(-c3cccc(F)c3)c(-c3cccc(F)c3)nc12	4	-0.6	0	0.0
COc1cccc(CC2(CO)CCCN(CC3=Cc4cc(OC)ccc4OC3)C2)c1 (stereo not given)	-6	0.1	-4	-0.1
COc1ccc(C2CC(C(F)(F)F)n3ncc(C(=O)Nc4cc(C)ccc4C)c3N2)cc1OC (stereo not given)	-4	-0.2	-15	0.1
CCOC(=O)c1ccc(NC(=O)c2cn(C)nc2OC)cc1	-4	1.6	4	0.0
Cc1ccc(CN2CCN(Cc3ccc(C#CC(C)(C)O)cc3)CC2CCO)o1 (stereo not given)	4	-0.9	7	0.0
CC(C)(C)OC(=O)N1C(C(=O)O)CSC1c1cccc(Cl)c1 (stereo not given)	0	-0.5	-1	-0.1
Cn1cc(/C=C2/SC(N)=NC2=O)c2ccccc21	15	-0.7	-4	0.7
CCCCCCNC(=O)c1ccc2c(c1)NC(=O)c1ccccc1S2	5	0.3	3	0.1
CC1CCN(C(=O)c2cc3nc(-c4ccc5c(c4)OCO5)cc(C(F)(F)F)n3n2)CC1	2	0.0	-18	0.0
Cc1cccc(OCC(=O)Nc2noc3ccccc23)c1	1	0.7	-4	-0.2
Cc1ccc2cc(CCNC(=O)Cc3ccccc3)c(=O)[nH]c2c1	-3	0.6	-2	-0.1
Cc1cccc(NC(=O)CCN2CCCC(C)C2)c1 (stereo not given)	-6	-0.7	5	0.1
Cc1ccc(-n2nc3c4nonc4ccc3[n+]2[O-])cc1	4	0.8	-1	-0.1
NC(=O)C1CCN(CC(=O)Nc2ccc(F)c(Cl)c2)CC1	-2	0.5	7	-0.1
COC(=O)CN=C1NC(C)(C)Cc2ccccc21	12	0.9	-2	0.4
Cc1ccc(-n2nc(C)c3cc(C#N)c4nc5ccccc5c(=O)n4c32)cc1	-1	0.8	5	0.0
CCCCN(CCCC)S(=O)(=O)c1cccc2nonc12	10	0.7	-5	-0.1
N#CC1=C(N)Oc2n[nH]c(-c3ccc4c(c3)OCO4)c2C1c1ccncc1 (stereo not given)	-4	1.0	0	0.0
O=C(N/N=C/c1ccc(O)cc1)c1ccc2ccccc2n1	5	0.4	-13	-0.1
Cc1ccc(C(=O)N2CCN(CCO)CC2)cc1S(=O)(=O)N1CCOCC1	8	0.5	7	0.2
COc1ccc(Cl)cc1C(=O)Nc1ccc(-n2c(C)nc3ccccc3c2=O)cc1	10	0.4	-7	-0.1
Cc1ccc(C(=O)C(OC(=O)c2cnccn2)c2ccccc2)cc1 (stereo not given)	22	-1.8	9	0.0
COc1cc(/C=C2\SC(=S)N(NC(=O)c3ccccc3)C2=O)ccc1O	14	-2.3	-6	0.3
O=C(c1cc2c(s1)CCC2)N1CCC[C@H]1[C@H](O)c1nccs1	6	0.4	-52	-0.1
Cc1ccc(C(=O)N2CCN(C(=O)CSc3nc4ccccc4s3)C2)cc1	-17	-0.8	4	0.0
Cc1ccc(CNC(=O)Cn2c(=O)n(-c3cccc(F)c3)c(=O)c3ccccc32)cc1	-10	0.6	13	0.1
O=C(C1CCC(Cn2c(SCc3ccc(Cl)cc3)nc3ccccc3c2=O)CC1)N1CCN(c2ccccc2)CC1 (stereo not given)	0	1.3	1	0.0
CC(=O)Nc1ccc2c(c1)nc(CN1CCN(C(C)=O)CC1)n2C	-24	-1.5	-5	0.2
CCC(C)(C)NC(=O)Cc1ccc([N+](=O)[O-])cc1	16	0.2	1	0.1
COC(=O)c1ccc(NC(=S)NC2CCN(Cc3ccccc3)CC2)cc1	2	2.0	23	-0.2
CCN(CC)CC(O)COc1cccc(OC)c1 (stereo not given)	19	0.2	13	1.0
O=C(CCCc1ccccc1)Nc1ccnn1C1CCN(Cc2ccc(CO)o2)CC1	1	0.4	-4	-0.1
COc1cc(/C=C2\N=C(c3ccc(C)cc3)OC2=O)ccc1OCc1ccccc1Cl	-1	-1.0	-6	0.1
O=C(CSc1nnc2ncccn12)Nc1nccs1	14	0.3	2	0.3
CCOC(=O)c1ccc(N2C(=O)CC(N3CCC(C(N)=O)(N4CCCCC4)CC3)C2=O)cc1 (stereo not given)	19	0.6	5	0.2
CCOC(=O)c1sc(=S)n(-c2cc(OC)ccc2OC)c1N	11	-0.9	-2	0.0
CCN1CCN(C(c2ccccc2)c2sc3nc(-c4ccco4)nn3c2O)CC1 (stereo not given)	-12	5.3*	3	0.2
COc1cccc(CC(=O)Nc2cnc3cnc(-c4ccccc4CN(C)C)cn23)c1	6	0.9	1	-0.1

The list goes on.
Molecule	MITF inh	GPR151 ag	TEAD-YAP block	FBW7 activator
Cc1ccc(C(=O)N(C)Cc2ccccc2)cc1C	7	-0.4	-6	0.3
COc1ccc2c(c1)c(/C=C/c1nc3ccccc3c(=O)n1-c1ccccc1OC)c(C)n2C	-8	-0.3	-2	0.0
O=C(NCC1CCCO1)c1cccc2nc3ccccc3nc12 (stereo not given)	12	-1.4	-2	-0.1
c1ccc(CC2NCCc3ccccc32)cc1 (stereo not given)	10	-1.1	-5	0.0
CCOc1cc(C2NC(=O)NC(C)=C2C(=O)Nc2ccc(Cl)cc2)ccc1O (stereo not given)	-3	1.9	10	0.7
COc1ccc(OCc2nnc(NC(=O)C(=O)c3c[nH]c4ccccc34)s2)cc1	4	2.3	5	0.0
O=C(NNC(=O)c1ccccc1OCc1ccccc1)c1ccc(Cl)c(Cl)c1	-11	1.6	-11	-0.2
COc1cc(/C=N/NC(N)=S)ccc1OCC(=O)N1CCOCC1	-1	0.4	5	0.0
COC(=O)C1(C(F)(F)F)N=C2C=CC(Cl)=CN2C(c2ccccc2)=N1 (stereo not given)	15	0.1	3	0.1
CN1CCN(c2cc(OCCNS(=O)(=O)c3ccc(F)cc3)ncn2)CC1	6	-0.1	1	-0.1
Cc1ccc(-c2nc(C(N)=O)c3[nH]c(=O)n(-c4ccc(F)cc4)c3n2)cc1	18	0.6	-1	0.2
COC(=O)c1cncc(C(=O)OC)c1	2	-1.6	12	0.1
CC(C)ONC(=O)c1cnc2scc(C(C)(C)C)n2c1=O	-3	0.6	-4	-0.4
CCN(CC)CCCNC(=O)CNC(=O)c1nn(-c2ccc(OC)cc2OC)c(=O)c2ccccc12	10	0.7	6	-0.1
CCOc1ccccc1NC(=O)c1c(NCc2ccccn2)sc2c1CCC2	8	1.4	11	-0.2
CCOc1cccc(OCCOCCOc2ccccc2C=O)c1	-23	1.4	-5	0.1
CC(=O)Nc1ccc(S(=O)(=O)NNC(=S)Nc2cccc(Cl)c2C)cc1	23	4.1	9	0.1
O=C(CNc1ccc2ccccc2c1)N/N=C/c1cc(Br)ccc1O	16	0.3	17	0.0
Cc1ccc(S(=O)(=O)/N=C/c2cc(Br)ccc2O)cc1	8	0.8	5	0.0
CS(=O)(=O)N1CCN(Cc2cccc(Br)c2)CC1	63*	0.9	-12	-0.3
CCCNc1nc2c(C)cccn2c(=O)c1/C=C1\SC(=S)N(CC2CCCO2)C1=O (stereo not given)	13	0.3	3	0.1
O=C(Nn1cnnc1)c1ccc(C(=O)c2ccccc2)cc1	1	2.7	0	0.0
Cc1cc(C(=O)Nc2cccc(-c3nc4ncccc4o3)c2C)ccc1[N+](=O)[O-]	8	1.5	1	-0.2
COc1ccc(C(=O)Nc2cc(Cl)ccc2Cl)cc1NC(=O)c1cccnc1	-8	-1.7	-1	0.0
CCCN(CCC)C(=O)CSc1nc2nc(C)c(Cc3c(F)cccc3Cl)c(C)n2n1	-8	2.4	-7	-0.2
O=S(=O)(c1ccc2c(c1)OCCO2)N1CCN(c2nc3ccccc3s2)CC1	6	-1.0	-2	0.1
Cc1ccc(C)c(NC(=O)c2cnc3c(c(C)nn3-c3ccccc3)c2Cl)c1	11	-1.1	14	0.7
COc1ccc(-c2noc(N3CCCC(C(=O)N(C)c4cccc(C)c4)C3)n2)cc1 (stereo not given)	-3	0.3	4	0.0
COc1ccc2o/c(=N\c3sc4c(c3C(N)=O)CCCC4)c(C(=O)Nc3ccc(F)cc3)cc2c1	-8	1.1	3	-0.1
CCOC(=O)CNC(=O)Cn1ncc2c(=O)oc3ccccc3c21	11	-0.9	3	0.1

Structural class: those above with an aryl thioether with sulfur outside any ring.
Molecule	MITF inh	GPR151 ag	TEAD-YAP block	FBW7 activator
CCc1nnc(NC(=O)CSc2nnnn2Cc2ccccc2)s1	-3	0.5	3	0.2
CNCCCNCc1ccc(SC)cc1	-19	-1.9	9	-0.1
Cc1ccc(C(=O)N2CCN(C(=O)CSc3nc4ccccc4s3)C2)cc1	-17	-0.8	4	0.0
O=C(C1CCC(Cn2c(SCc3ccc(Cl)cc3)nc3ccccc3c2=O)CC1)N1CCN(c2ccccc2)CC1 (stereo not given)	0	1.3	1	0.0
O=C(CSc1nnc2ncccn12)Nc1nccs1	14	0.3	2	0.3
CCCN(CCC)C(=O)CSc1nc2nc(C)c(Cc3c(F)cccc3Cl)c(C)n2n1	-8	2.4	-7	-0.2

(continued)
Molecule	MITF inh	GPR151 ag	TEAD-YAP block	FBW7 activator
Cc1csc(NC(=O)CSc2nc3c(C)c(C)ccc3cc2C#N)n1	-19	-0.2	-10	0.0
O=c1oc2ccc(Cl)cc2nc1/C=C(\O)c1cccs1	10	-1.1	-36	0.0
CC(C)c1ccc(C2N(Cc3ccccc3)CCN2Cc2ccccc2)cc1	-1	2.3	3	-0.2
CCCCOc1ccc(C(=O)Nc2ccc3nc(SCc4ccc(Br)cc4)sc3c2)cc1	12	-0.1	-4	0.1
O=[N+]([O-])c1ccccc1S(=O)(=O)NCCSc1ccc(Cl)cc1	21	1.4	7	-0.1
COCCN1Cc2cc3c(C)cc(C)cc3nc2OC(C)C1=O (stereo not given)	11	0.8	-10	-0.1
CCn1c(=N)n(CC(O)c2ccccc2)c2ccccc21 (stereo not given)	12	-0.4	5	0.0
COc1ccc2sc(NCc3ccccc3)nc2c1	2	2.0	-70	-0.1
Cc1ccccc1NC(=O)c1cc(S(=O)(=O)Nc2cccc(F)c2)ccc1Cl	2	0.4	6	-0.1
CCC1(CCC(=O)NCc2ccc3c(c2)OCO3)CCC(=O)N1 (stereo not given)	14	-0.7	1	-0.1
COc1ccccc1/C=N/NC(=O)c1nnn(-c2nonc2N)c1CN(C)C	25	0.1	2	-0.1
CC(C)Cn1c(=O)[nH]c2nc(-c3cccc(C(=O)NCCO)c3)cnc21	-3	-0.2	4	-0.1
Cc1sc(N2CCCC2=O)c(C#N)c1C	-2	1.2	-3	0.2
O=C(Nc1ccc(-c2nnc3n2CCCCC3)cc1)c1ccc2[nH]c(=O)c(=O)[nH]c2c1	-192	-0.3	-3	-0.1
COc1ccc(C(=O)Nc2nn3c(-c4ccco4)nnc3s2)cc1OC	-7	0.1	-2	0.0
